# cardiac RTF act = increases calcium sensitivity of human cardiac regulated thin filaments; activation, % at 7.2 µM; IANBD-labeled TnC RTF fluorescence at EC20 calcium; 0% EC20 calcium, 100% full calcium; 0.24% of 340,000 active; P19429+P45379;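 active = activation above the mean over all tested compounds plus 3 SD, cut at about 30% in these data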;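 also: rise in fluorescence read as greater calcium sensitivity of cardiac thin filaments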
# LANA DNA inh = inhibitors of KSHV LANA C-terminal domain DNA binding; MBP-C-LANA/FAM-LBS DNA binding, fluorescence polarization; inhibition, % at 9 µM; 0.078% of 340,000 active; AID 504423;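 active = highest replicate inhibition at or above 60% at 9 µM, even if other replicates fall short; inactive = all replicates below 60% inhibition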;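 also: 0% = neutral control wells and 100% = 4 µM acridine orange control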
# OPRM1-OPRD1 ag = OPRM1-OPRD1 heterodimerization agonism; activation, % at 9.3 µM; 0.3% of 340,000 active; cells, luminescence; AID 504326; in the data active = activation above about 18%;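 also: 0% = vehicle-treated cells and 100% = reference agonist; values of inactives mirror those of a sister screen read the other way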
# Arr AP2 block = human beta-arrestin and AP2 interaction inhibition. inhibition, % at 10 µM. FITC-arrestin peptide / GST-AP2 beads, flow cytometry; AP2 beta2 appendage carries R879A mutation. 0.31% of 340,000 active;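 active = inhibition above a set limit, near 3 SD of compounds lacking own fluorescence, cut at about 54% in these data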;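 also: plate controls were DMSO wells for no effect and 5 µM unlabelled arrestin peptide for full effect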
#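 Material – AP2 appendage R879A on GSH beads · Buffer or medium – PBS with 0.05% Tween 20 and 0.1% BSA · Probe or stimulus – fluorescein-tagged arrestin peptide at 50 nM final · Incubation – compound with beads 12 min RT, then probe 1 h RT · Detection – high-throughput flow cytometry of beads, ex 488, em 535 nm · Evaluation – percent response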
# RTF Ca sens inh = cardiac RTF calcium desensitization; IANBD-labeled cardiac RTF, Ca2+ fluorescence; inhibition, % at 7.15 µM; 0.12% of 340,000 active; AID 493244;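 active = inhibition above the mean inhibition of all tested compounds plus 3 SD, cut at about 17% in these data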;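 also: assay run at fixed EC70 calcium of 1.6 mM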
# DSG3 Ab inh = blocks pemphigus antibody binding to human desmoglein-3. DSG3-coupled beads, scFv-anti-DSG3-GFP binding, flow cytometry; active compounds read low. 0.48% of 310,000 active. P32926. binding (percent of control), % at 10 µM;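 active = binding more than 3 SD below its plate's average and above zero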;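 also: hits lower antibody fragment binding to DSG3; some compounds called inactive have numbers as strong as hits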
# Target sequence (P32926 whole entry, looked up, the tested form may be a part): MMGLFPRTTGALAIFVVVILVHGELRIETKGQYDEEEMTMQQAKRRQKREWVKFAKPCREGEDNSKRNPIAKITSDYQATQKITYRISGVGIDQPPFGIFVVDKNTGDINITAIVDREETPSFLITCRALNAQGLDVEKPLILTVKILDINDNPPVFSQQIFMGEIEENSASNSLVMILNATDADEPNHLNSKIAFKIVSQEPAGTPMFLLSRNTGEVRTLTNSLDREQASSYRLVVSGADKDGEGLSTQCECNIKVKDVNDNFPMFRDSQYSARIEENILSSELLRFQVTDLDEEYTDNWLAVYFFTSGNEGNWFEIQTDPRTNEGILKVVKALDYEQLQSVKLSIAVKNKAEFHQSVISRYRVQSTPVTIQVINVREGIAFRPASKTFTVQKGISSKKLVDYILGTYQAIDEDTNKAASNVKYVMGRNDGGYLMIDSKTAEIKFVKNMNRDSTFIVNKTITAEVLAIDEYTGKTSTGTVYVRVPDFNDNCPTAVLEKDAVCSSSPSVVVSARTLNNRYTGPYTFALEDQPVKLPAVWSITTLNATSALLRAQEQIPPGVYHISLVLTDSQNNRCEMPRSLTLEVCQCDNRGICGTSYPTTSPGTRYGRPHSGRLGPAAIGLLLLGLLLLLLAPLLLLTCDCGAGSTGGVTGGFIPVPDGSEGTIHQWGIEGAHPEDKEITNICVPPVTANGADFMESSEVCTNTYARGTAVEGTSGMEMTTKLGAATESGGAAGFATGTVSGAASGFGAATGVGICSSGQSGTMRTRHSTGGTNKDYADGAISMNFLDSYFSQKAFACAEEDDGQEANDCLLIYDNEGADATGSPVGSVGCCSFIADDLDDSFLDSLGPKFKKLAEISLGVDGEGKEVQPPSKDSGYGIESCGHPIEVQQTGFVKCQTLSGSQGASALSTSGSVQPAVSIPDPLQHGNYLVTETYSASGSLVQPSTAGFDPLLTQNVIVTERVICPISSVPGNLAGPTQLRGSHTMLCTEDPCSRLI
# OPRM1-OPRD1 inv = mu-delta opioid heterodimer inverse agonism; inhibition, % at 9.3 µM; AID 504357; cell-based MOR-DOR heterodimer luminescence; 0.21% of 340,000 active; P35372+P41143; in the data active = inhibition above about 22%, passing the limit was not always enough;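 also: 0% = cells with DMSO and 100% = wells without cells with DMSO; values of inactives mirror those of a sister screen read the other way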
# Keap1-Nrf2 PPI = Keap1-Nrf2 (human) interaction inhibition; AID 504523; inhibition, % at 9.4 µM; 0.15% of 340,000 active; Q14145; Keap1 Kelch-Nrf2 peptide fluorescence polarization, 1536-well; in the data active = inhibition above about 12%;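 also: human Keap1 Kelch domain with fluorescein labeled Nrf2 9mer peptide probe; 0% = neutral control wells and 100% = peptide positive control; higher means more block of Keap1 binding to Nrf2 peptide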
# V-ATPase pHluor = regulators of yeast V-ATPase proton transport. S. cerevisiae, pHLuorin cytosolic pH fluorescence. 0.37% of 350,000 active. response, % at 10 µM; in the data active = response mostly above about 7.3%, no sharp cut-off; inactive = mostly below about 5.4%; also: actives read high; inactives centre near 0; some compounds called inactive have numbers as strong as hits; reference of the scale not given here
# Wnt bcat act = activates Wnt/beta-catenin signaling in a reporter cell assay; AID 743398; 1.2% of 300,000 active; activator, plate reader; activation, % at 9.35 µM; in the data active = activation above about 30%, passing the limit was not always enough;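 also: 0% = neutral control wells and 100% = positive control wells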
# * marks the source's active call; other numbers are inactive results; nt = not tested or not shown; & = joins results of further samples; ! = repeats disagree.
SMILES,cardiac RTF act,LANA DNA inh,OPRM1-OPRD1 ag,Arr AP2 block,RTF Ca sens inh,DSG3 Ab inh,OPRM1-OPRD1 inv,Keap1-Nrf2 PPI,V-ATPase pHluor,Wnt bcat act
N#C/C(=C/c1cn(CC(=O)O)c2ccccc12)c1ccc(F)cc1,5.6,2.1,-3.7,-4.2,-10.1,100.9,19.0,-4.4,-1.6,-3.8
Cc1ccc(SCC(=O)Nc2ncc(C)s2)cc1,-7.5,-0.2,-1.3,18.7,-3.3,101.0,7.3,0.3,-3.8,4.7
COc1ccc(Cl)cc1S(=O)(=O)Nc1ncn[nH]1,-3.4,-1.2,0.6,-6.3,-7.6,98.0,-4.7,0.0,0.7,-2.1
CC/C(=N\NC(=O)c1cccnc1)c1ccc2c(c1)OCCO2,7.2,-0.4,-2.2,-4.6,-6.0,105.9,10.9,-1.4,1.7,-0.9
COc1cccc(C(=O)NCCNC(=O)c2ccccn2)c1,-0.4,0.0,-1.6,-6.6,-6.6,89.7,10.5,-1.3,4.1,4.0
COc1cccc(NC(=O)c2cc(-c3ccccn3)nc3ccccc23)c1,-1.1,-1.0,0.1,-5.7,3.0,102.4,-0.5,2.1,5.2,-3.2
C/C(=N\NC(=S)Nc1ccccc1C)c1ccc(O)cc1,2.1,-0.4,3.1,35.2,6.4,113.4,-14.6,-0.4,2.6,nt
Cc1ccc(CC(SCc2ccccc2)C(=O)O)cc1C (centres undefined),-4.5,-1.2,1.6,16.1,1.4,113.5,-12.7,-1.3,-4.3,-1.4
Cc1cc(NC(=O)c2ccccc2)ncc1NC(=O)c1cccs1,-8.8,-0.2,-1.3,2.3,-3.8,81.1,8.4,-4.6,-2.1,13.2
COc1ccc(CCNC(=O)CCc2nc3ccccc3[nH]2)cc1OC,1.3,-0.8,0.9,-3.1,-13.6,102.9,-4.4,-2.7,14.3*,-0.9
Cc1cc(OCC(=O)O/N=C(\N)c2ccccc2)cc(C)c1Cl,4.8,-1.4,1.9,-4.6,-10.6,104.0,-10.9,-6.5,0.3,nt
O=C(/C=C/c1ccc[nH]1)c1ccc(F)cc1,-4.0,-0.8,-0.1,-6.7,-6.0,95.1,0.5,-5.2,5.0,22.4
COc1cc(/C=C2\SC(N)=NC2=O)cc(Br)c1O,12.5,-3.0,-3.9,17.6,-13.0,118.8,19.6,-4.9,1.8,0.2
CC(C)Cn1c(SCC(=O)N2CCc3ccccc3C2)nc(O)cc1=O,3.0,0.6,-1.6,-2.9,-2.7,100.3,6.3,-0.7,-0.2,-0.5
Cc1ccc(NC2=C/C(=N\S(=O)(=O)c3cccs3)c3ccccc3C2=O)c(C)c1,-6.2,0.4,22.4*,-0.7,3.4,99.3,-112.3,-3.9,-0.5,nt
CS(=O)(=O)Nc1ccc(C2=NN(C(=O)c3ccco3)C(c3ccccc3F)C2)cc1 (centres undefined),2.2,1.0,-4.4,-1.2,6.5,86.8,21.8,0.5,-0.4,-1.0
Cc1ccc(C(=O)NC(=S)Nc2c(C)ccc3nsnc23)cc1,-3.2,1.0,-1.8,12.2,-2.3,101.0,10.6,7.2,1.1,nt
O=C(C(c1ccccc1)c1ccccc1)N1CCN(Cc2ccncc2)CC1,0.1,0.9,-1.5,6.5,-7.0,107.5,8.7,-6.6,2.4,nt
N/C(=N\OC(=O)c1ccco1)c1cccc([N+](=O)[O-])c1,3.1,0.1,1.6,4.7,-3.3,103.8,-7.6,-3.1,-1.5,9.9
CC(=O)Nc1ccccc1/C=C/c1ccc2c(C)ccc(O)c2n1,-2.1,0.5,-1.0,19.5,-7.8,95.1,5.1,1.3,-2.0,3.0

# Records listed so far printed as active in OPRM1-OPRD1 ag:
Structure	cardiac RTF act	LANA DNA inh	OPRM1-OPRD1 ag	Arr AP2 block	DSG3 Ab inh	OPRM1-OPRD1 inv	Keap1-Nrf2 PPI	V-ATPase pHluor	Wnt bcat act
Cc1ccc(NC2=C/C(=N\S(=O)(=O)c3cccs3)c3ccccc3C2=O)c(C)c1	-6.2	0.4	22.4*	-0.7	99.3	-112.3	-3.9	-0.5	nt

# Next part:
SMILES,cardiac RTF act,LANA DNA inh,OPRM1-OPRD1 ag,Arr AP2 block,RTF Ca sens inh,DSG3 Ab inh,OPRM1-OPRD1 inv,Keap1-Nrf2 PPI,V-ATPase pHluor,Wnt bcat act
COc1ccccc1C(=O)C1Nc2ccccc2-c2nnc(SC)nc2O1 (centres undefined),-1.6,0.2,2.4,1.6,-9.2,99.5,-12.2,1.0,0.4,1.8
CCN1CCN(CC(O)COc2ccc(C)c(C)c2)CC1 (centres undefined),-4.7&3.6,1.5&-0.8,25.0*!,12.8&7.6,-7.4&-0.5,93.7&101.0,-125.3&9.7,-5.0&-1.3,6.7&-1.9,-4.6
Cc1cccc(-c2nsc(SCC(=O)c3ccc(Cl)cc3)n2)c1,-0.3,0.6,-1.8,7.5,-3.4,nt,8.6,-5.2,-3.6,2.0
O=C(CCCN1C(=O)c2ccccc2C1=O)Nc1c2c(nc3c1CCC3)CCC2,-5.2,-0.6,-2.7,21.0,-6.7,nt,14.0,-3.0,0.1,2.1
CCOC(=O)C(C(=O)OCC)C(C#N)c1ccccc1 (centres undefined),5.5,0.8,1.5,7.3,-11.3,105.5,-8.0,-1.4,0.1,nt
CS(=O)(=O)NN1C(=O)c2ccccc2NC1c1ccccc1F (centres undefined),-5.0,0.9,-2.1,8.8,-3.7,111.8,10.4,-5.8,0.7,2.8
CN(C)CCN(C)Cc1c2ccccc2c(CN(C)CCN(C)C)c2ccccc12,25.7,28.4,2.3,14.1,-28.8,93.6,-10.5,19.5*,0.6,0.5
CCN(CC)CCNC(=O)CCn1c(=S)[nH]c2cc3c(cc2c1=O)OCO3,5.7,0.1,-1.4,1.7,-8.6,106.6,7.0,-1.2,2.7,nt
N#CCC(=O)Nc1ccc(C(=O)Nc2cccc(S(N)(=O)=O)c2)cc1,-3.0,0.6,-1.2,2.0,1.8,88.9,6.2,4.1,3.9,-1.8
COc1ccccc1Nc1nc(N)nc(CSCCO)n1,12.0,0.9,-1.3,-7.9,-4.5,100.6,7.8,-0.3,4.4,nt
COc1ccc(N2CCN(C3CCN(S(=O)(=O)c4ccc(F)cc4)CC3)CC2)cc1,4.2,1.2,-1.3,-4.3,-5.7,103.6,7.8,-4.7,-3.5,-4.4
COC(=O)c1ccccc1NC(=O)N1CCN(C(=O)c2ccco2)CC1,-2.1,-0.9,-1.5,-5.2,-3.1,99.3,7.7,1.9,-1.9,0.4
COc1cc2c(C(=O)N3CCCc4ccccc43)cn(C)c(=O)c2cc1OC,9.7,-1.4,-1.2,14.9,-2.8,nt,6.7,5.7,3.4,-3.9
CCOC(=O)N1CCN(C(=O)COc2ccccc2[N+](=O)[O-])CC1,-2.1,0.7,-1.3,-10.4,-15.0,103.2,6.6,-3.5,-0.7,-2.5
O=C(Nc1ccc(CN2CCCCC2)cc1)c1c(F)c(F)c(F)c(F)c1F,-2.0,1.5,-1.6,33.8,0.9,104.8,7.7,-4.0,-0.6,-3.2
O=C(Nc1cccc(S(=O)(=O)NC2=NCCC2)c1)c1cc(-c2ccccn2)nc2ccccc12,-3.6,0.4,-2.2,-13.3,4.2,95.6,11.8,0.6,3.2,-0.5
COc1ccc(C(=O)N2N=C(c3cccc(NS(C)(=O)=O)c3)CC2c2cccs2)cc1 (centres undefined),5.6,0.6,-0.2,5.1,-3.4,101.2,0.9,-8.1,-2.0,1.5
CC1CCCCC1NC(=O)COC(=O)c1c2c(nc3ccccc13)/C(=C/c1ccco1)CC2 (centres undefined),-14.7,2.3,2.8,10.7,6.6,77.5*,-16.5,-4.9,-0.7,-0.3
O=C(/C=C/c1ccoc1)c1ccccc1O,1.7,2.5,-2.0,-2.6,-8.4,107.5,10.6,-2.6,-2.9,0.0
Cc1cc(-n2cnnn2)ccc1C(C)C,-6.4,1.0,0.8,16.9,1.4,95.7,-5.3,-3.7,2.8,-0.2
COc1ccc(N2C(=O)c3ccccc3NC23C(=O)N(C)c2ccccc23)cc1 (centres undefined),2.4,2.1,-1.9,29.6,-5.0,97.9,11.0,3.4,-4.6,nt
CCN(CC)S(=O)(=O)c1ccc(NC2c3ccccc3C(=O)N2Cc2ccco2)cc1 (centres undefined),0.9,-0.9,-0.1,-0.1,0.2,99.1,0.8,0.7,-5.6,-4.2
O=C(CN(C(=O)c1csnn1)c1cccc(Cl)c1)NC1CCCC1,3.7,0.3,-0.5,-8.9,1.9,nt,3.6,-5.0,0.5,-2.8
CCC(=O)c1ccc(Oc2nc3c(c(=O)n(C)c(=O)n3C)n2CC)cc1,4.0,nt,-1.4,8.0,-4.7,107.0,8.0,-6.2,0.5,-1.7
CC1CN(C(=O)c2cc(S(=O)(=O)N3CCCCC3)ccc2Cl)CC(C)O1 (centres undefined),-0.3,-0.7,-2.6,-3.9,-11.1,104.2,9.8,1.2,-1.2,-0.5
O=C(C[n+]1cc(-c2ccccc2)n2c1CCC2)Nc1nc(-c2ccccc2)cs1,-5.4,-0.8,-1.4,0.5,-4.0,103.2,7.1,-0.5,-2.6,nt
Cc1cccc(CN(C)CCc2ccccn2)c1,1.9,-0.4,-1.2,36.2,-5.6,92.1,6.6,4.9,-0.8,nt
O=C(CSCc1cc(=O)n2nc(C3CC3)sc2n1)Nc1ccc(F)cc1,-2.5,-1.3,-3.2,-0.9,2.7,105.7,15.7,-4.9,-2.1,0.3
CCCN(Cc1ccc(C)cc1)C(=O)c1ccc(CNS(=O)(=O)c2ccc(C(C)=O)cc2)cc1,1.1,-1.1,0.3,-8.9,-4.2,nt,-1.2,-7.5,-1.2,2.3
CCCCN(CCCC)C(=O)c1ccccc1NC(=O)CN1C(=O)c2ccccc2C1=O,4.8,0.0,-0.5,-6.0,5.6,nt,2.9,-1.4,-2.5,0.1
O=C(Cc1ccc2ccccc2c1)NC(Cc1ccccc1)C(=O)O (centres undefined),-4.2,1.9,-2.5,36.5,-2.9,99.2,12.4,-0.8,-0.3,-1.6
COc1ccc(CNC(=O)c2cc3c(s2)CN(Cc2ccccc2)C3)cc1,-1.2,-0.2,-0.9,0.1,7.6,109.0,4.9,2.8,-3.0,-0.9
CCN1CCN(c2ccc(S(=O)(=O)N3CCCCC3)cc2NC(=O)c2cccc(NC(C)=O)c2)CC1,-0.4,1.0,4.0,18.1,-19.9,127.8,-26.4,1.1,0.7,-1.5
O=C(COC(=O)c1cncc(Br)c1)Nc1ccc2c(c1)OCO2,-3.4,-0.1,1.4,4.7,1.0,97.4,-7.0,-0.4,0.6,-2.0
Cc1ccc(C)c(C(=O)CCC(=O)Nc2cccnc2)c1,6.5,-0.2,-1.3,12.2,-3.3,nt,7.7,1.5,-0.3,-4.0
COc1ccc(C2=NS(=O)(=O)N(C)C(C(=O)N3CCC(C(N)=O)CC3)=C2)cc1,3.3,0.2,-1.1,10.0,-2.0,92.4,6.8,0.6,-3.5,-1.2
O=C(NC1CC1)C1CCN(c2ccc(S(=O)(=O)N3CCOCC3)cc2Cl)CC1,6.2,0.8,-2.0,8.3,-7.1,nt,10.6,5.8,-3.3,nt
CC(C)c1nc2sc3ccccc3c(=O)c2c(=O)n1Cc1ccccc1,5.3,-2.6,-0.3,1.7,-5.2,112.0,1.6,6.0,-4.4,-0.8
